High-throughput results: PubChem BioAssay, several laboratories
MEKK3 PB1 HTS = modulators (inhibitors or enhancers) of MEK5 binding to human MEKK3 PB1 domain; bead-based flow cytometry, Alexa488-MEK5 binding to MEKK3; actives lie on both sides; 0 = blocked by unlabeled MEK5, 100 = vehicle; binding response (% of control), % at 10 µM; hit rate 1.4% among 290,000;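 active means binding response more than 3 SD above or below the average of its plate-row segment, actives on both sides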;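 further: Alexa488 bead fluorescence after subtracting the streptavidin-only scavenger bead signal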
MEKK2 mut-MEK5 = signal of MEK5 binding to mutant human MEKK2 PB1 domain; AID 1530; bead flow cytometry, Alexa488-MEK5 binding to MEKK2 mutant; percent response, % at 10 µM; hit rate 0.35% among 290,000; in the data active means percent response above about 24%, passing the limit was not always enough; further: inactives centre near 1; some results filed as inactive read as strong as hits
DNA FID counter = fluorescent intercalator displacement, NS3 helicase counter-screen; AID 1845; DNA fluorescent intercalator displacement, fluorescence; hit rate 0.17% among 290,000; inhibition, % at 7.9 µM; in the data active means inhibition above about 37%;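 further: 0% = vehicle and 100% = reference compound; higher means more ethidium bromide displaced from hairpin DNA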
GalR3 antag = human GalR3 antagonism; inhibition, % at 3 µM; hit rate 0.44% among 360,000; AID 651719; O60755; HEK293 GalR3-CNG cAMP membrane potential fluorescence; galR3 body fused to GalR1 C-terminus;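 active means inhibition above the screen-wide average plus 3 SD, cut at about 13% in these data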;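 further: forskolin and galanin both at EC90 stimulate the cells; cAMP rise reported by CNG channel membrane potential dye signal; 0% = forskolin plus galanin with DMSO and 100% = forskolin alone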
Target sequence (O60755 1-299 limits assumed): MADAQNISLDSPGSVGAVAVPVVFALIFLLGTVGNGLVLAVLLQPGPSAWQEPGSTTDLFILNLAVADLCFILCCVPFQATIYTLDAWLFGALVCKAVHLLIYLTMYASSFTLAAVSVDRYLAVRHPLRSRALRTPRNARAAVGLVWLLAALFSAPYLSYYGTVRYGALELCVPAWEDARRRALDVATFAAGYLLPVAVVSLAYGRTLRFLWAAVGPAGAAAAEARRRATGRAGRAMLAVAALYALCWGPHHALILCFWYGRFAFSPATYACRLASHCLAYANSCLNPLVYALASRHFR
HCV NS3 hel inh = inhibitors of Hepatitis C virus NS3 helicase. inhibition, % at 10.9 µM. NS3 helicase DNA unwinding, Cy5 molecular beacon fluorescence. hit rate 0.56% among 290,000;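 active means inhibition above the mean of all tested compounds plus 3 SD, set per campaign, cut at about 35% in these data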;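 further: 0% = DMSO wells and 100% = thioflavine S control wells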
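assay system = NS3 helicase fragment of HCV | buffer or medium = MOPS pH 6.5, MgCl2, DTT, Tween20, BSA | timing = 60 min unwinding reaction at 25 °C after ATP addition | signal = Cy5 beacon fluorescence read at start and 1 h | read-out basis = % inhibition of unwinding | control set = low DMSO, high thioflavine S at 110 µM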
CRFR2-BP ag = agonists of human CRF-binding protein/CRF-R2 receptor complex; HEK293 CRF-R2/CRF-BP, calcium dye fluorescence (FLIPR); percent of saturating CRF peptide response; activation, % at 13.2 µM; hit rate 0.46% among 350,000;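 active means activation of at least 50%, plus an integration ratio under a set limit after plate pattern correction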;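 further: plate controls were neutral control wells without compound for no effect and CRF at EC100 for full effect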
MEKK2 WT-MEK5 = raises or lowers MEK5 binding to wildtype human MEKK2 PB1 domain | Q9Y2U5 | bead flow cytometry, Alexa488-MEK5 binding to MEKK2 WT; actives lie on both sides | binding response (% of control), % at 10 µM | hit rate 1.1% among 290,000 | AID 1531; in the data active means binding response below about 67% or above about 130%
UBC9 SUMO inh = blocks human SUMOylation mediated by UBC9; HTRF SUMOylation assay, SAE1/SAE2 + UBC9, in vitro; inhibition, % at 35 µM; P63279; hit rate 0.36% among 290,000; in the data active means inhibition above about 50%, passing the limit was not always enough; further: strong numbers were not always called active
Target sequence (P63279 whole entry, looked up): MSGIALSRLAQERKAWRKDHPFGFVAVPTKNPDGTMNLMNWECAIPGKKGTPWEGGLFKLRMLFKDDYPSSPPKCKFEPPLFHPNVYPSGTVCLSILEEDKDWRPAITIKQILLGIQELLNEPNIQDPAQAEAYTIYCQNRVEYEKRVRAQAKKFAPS
CRFBP-R2 block = antagonists of CRF-binding protein/CRF-R2 receptor complex. HEK293 CRF-R2/CRF-BP, CRF-induced calcium fluorescence. inhibition, % at 11.8 µM. hit rate 0.59% among 350,000. AID 588475;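 active means inhibition of the ligand-induced calcium signal above about 50% at the single tested concentration, limit read from the data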
The depositor's hits bear a star; nt = not tested or not shown; [ ] = remark or other dose.

SMILES	MEKK3 PB1 HTS	MEKK2 mut-MEK5	DNA FID counter	GalR3 antag	HCV NS3 hel inh	CRFR2-BP ag	MEKK2 WT-MEK5	UBC9 SUMO inh	CRFBP-R2 block
COc1cc(-c2nc3cnccn3c2Nc2ccccc2)ccc1O	105	2	-14	2	10	-3.2	108	5	-15
O=[N+]([O-])c1cc([N+](=O)[O-])c(Oc2ccccc2F)cc1NN1CCCCC1	98	2	4	-2	16	-0.5	90	-2	6
CCSc1nnc(NC(=O)c2ccc(S(=O)(=O)N(C)C)cc2)s1	102	0	-3	-2	0	-0.1	100	24	7
O=C(Nc1ccc(Br)cc1)c1cccc(NC(=O)C2C3CC4OC(=O)C2C4C3)c1 (stereo unspecified)	100	0	-4	-4	-2	-2.0	97	13	-1
Cc1onc(-c2ccccc2Cl)c1C(=O)Nc1ccc(S(=O)(=O)NCC2CCCO2)cc1 (stereo unspecified)	102	1	-23	-4	-4	1.4	100	4	-9
O=C(NCCC1=CCCCC1)C(c1ccccc1)c1ccccc1	102	3	-24	-5	-8	0.8	103	-27	9
Cc1ccc2nc(C(=O)N3CCCC(Nc4ccc(F)cc4)C3)cn2c1 (stereo unspecified)	107	5	-20	-4	10	0.0	111	10	-1
O=C(O)c1csc(-c2cccs2)n1	95	-2	10	9	1	-1.9	96	14	19
O=C(N/N=C/C(Cl)=C/c1ccc([N+](=O)[O-])cc1)C(=O)Nc1ccccc1C(=O)O	93	-9	-23	-3	11	-1.4	92	16	-9
COc1ccc(/C=C2\SC(=S)N(CCCC(=O)N3CCCCC3CCO)C2=O)cc1 (stereo unspecified)	101	0	-58	-7	-18	-1.4	102	-11	-3
C=CCOc1ccc(Br)cc1CNC(C)(C)C	107	1	4	-2	4	0.8	109	1	-13
Cc1ccsc1/C=C/C(=O)O	110	3	1	8	-9	-0.2	105	22	6
O=C(Nc1ccc2nn(-c3ccccc3)nc2c1)c1ccc(Br)o1	98	1	0	-1	-1	-0.5	91	37	-9
CSc1ccc(-c2nnn(Cc3ccccn3)n2)cc1	104	9	-13	-3	-9	-0.4	107	-23	14
O=C(O)CN1C(=O)c2ccc(Oc3cccc4c3C(=O)N(CC(=O)O)C4=O)cc2C1=O	97	4	0	-3	1	0.1	99	6	6
O=C(Nn1cnnc1)c1cc(Cl)cc(Cl)c1	102	0	4	-9	-21	-0.5	103	-7	2
Cc1ccc(O)c(C(=O)c2cc(C#N)c(=O)n(-c3nccs3)c2)c1	83	-18	-3	-4	-3	166*	77	9	-108
COc1ccc2c(c1)SCCC2=O	100	-7	-2	-1	2	0.8	101	16	-2
Cc1cc(CNC(=O)COc2ccc(C)c(C)c2)c2ccccc2n1	99	-11	-13	7	-9	1.9	84	11	-6
CCOC(=O)N1CCC(Nc2c(NCCCN(CC)CC)c(=O)c2=O)CC1	107	9	1	4	-7	-1.8	111	7	23

As a short view, some entries already given:
SMILES	MEKK3 PB1 HTS	MEKK2 mut-MEK5	DNA FID counter	GalR3 antag	HCV NS3 hel inh	CRFR2-BP ag	MEKK2 WT-MEK5	UBC9 SUMO inh	CRFBP-R2 block
O=C(O)CN1C(=O)c2ccc(Oc3cccc4c3C(=O)N(CC(=O)O)C4=O)cc2C1=O	97	4	0	-3	1	0.1	99	6	6
O=C(Nn1cnnc1)c1cc(Cl)cc(Cl)c1	102	0	4	-9	-21	-0.5	103	-7	2

Additional results follow:
SMILES	MEKK3 PB1 HTS	MEKK2 mut-MEK5	DNA FID counter	GalR3 antag	HCV NS3 hel inh	CRFR2-BP ag	MEKK2 WT-MEK5	UBC9 SUMO inh	CRFBP-R2 block
Cc1ccc(OCCOc2ccc(Cl)cc2Cl)c([N+](=O)[O-])n1	105	13	2	-12	-9	-1.2	165*	-20	24
CCOC(=O)c1c(-c2ccccc2)csc1NC(=O)c1nn(CC)cc1Br	106	0	1	2	1	1.3	102	19	2
O=C(Nc1nc2ccc(Br)cc2s1)c1ccco1	104	4	2	-11	9	2.3	106	6	-11
CC(C)NC(=O)CSc1nnc(COc2ccccc2Cl)o1	85	-13	-3	-1	-1	0.6	92	-6	-2
CC1CCCC(C)N1C(=O)c1cc(F)c(F)cc1Cl (stereo unspecified)	102	1	-1	-5	-3	-1.3	102	4	-3
C[N+]1(CCC(=O)c2ccccc2)CCCCC1	2.0*[inhibitor]	-13	4	-3	7	-1.6	2.0*[inhibitor]	2	-28
COc1ccc(NC(=O)Nc2ccc(Cc3ccncc3)cc2)cc1OC	96	0	-17	2	0	-1.4	105	31	14
CN(Cc1ccccc1)S(=O)(=O)c1nnc(NC(=O)c2ccc(F)cc2)s1	93	-6	-9	-9	2	0.3	95	15	59*
Cc1ccc(-n2nnnc2SCC(=O)NC2CCCc3ccccc32)cc1 (stereo unspecified)	140*	-1	-22	1	-3	-0.1	101	11	10
O=C(c1cc(-c2ccc(Cl)c(Cl)c2)on1)N1CCN(c2ccccc2)CC1	98	5	-3	-5	4	0.6	97	12	-11
COc1ccc(CCN(C)C(=O)CCc2nnc(-c3ccccc3)o2)cc1OC	94	-12	-19	-2	-4	0.0	7.0*	3	5
CC(C)(C)NC(=O)CSc1nc2scc(-c3ccccc3)c2c(=O)[nH]1	101	-2	-18	-3	3	1.0	95	-7	12
COc1ccc(N(CC(=O)NCCSc2ccccc2)S(=O)(=O)c2ccccc2)cc1	103	-2	-50	-4	-11	1.3	102	-1	-9
Nc1ncnc2nc(SCc3ccccc3)[nH]c12	110	16	4	8	1	2.0	111	11	16
O=C(O)CCC(=O)N1CCN(S(=O)(=O)c2cccs2)CC1	105	7	0	0	-6	-0.1	109	8	2
Cc1cc(CNC(=O)c2cc(COc3ccc(F)c(F)c3)on2)nn1C	101	5	-24	-2	9	-1.9	101	26	8
CC(C)C[C@H](NC(=O)CCn1nnc2ccccc2c1=O)C(=O)O	107	5	-5	2	-4	-2.3	105	6	16
COC(=O)c1c(C)nc2c(c(SC)nn2-c2ccccc2)c1N	97	-1	2	-1	-2	7.0	96	4	15
O=C(CCn1cnc(-c2ccccc2)c1-c1ccccc1)N/N=C/c1ccc(O)cc1	77	2	-10	-5	-13	1.2	95	16	-4
COc1ccccc1NC(=O)C(C)OC(=O)CC1CCCC1 (stereo unspecified)	98	5	-26	3	-2	-2.3	99	4	1

Entries of single compounds as entered above.
`O=C(CCn1cnc(-c2ccccc2)c1-c1ccccc1)N/N=C/c1ccc(O)cc1` is listed as MEKK3 PB1 HTS: 77; MEKK2 mut-MEK5: 2; DNA FID counter: -10; GalR3 antag: -5; HCV NS3 hel inh: -13; CRFR2-BP ag: 1.2; MEKK2 WT-MEK5: 95; UBC9 SUMO inh: 16; CRFBP-R2 block: -4
`Nc1ncnc2nc(SCc3ccccc3)[nH]c12` is listed as MEKK3 PB1 HTS: 110; MEKK2 mut-MEK5: 16; DNA FID counter: 4; GalR3 antag: 8; HCV NS3 hel inh: 1; CRFR2-BP ag: 2.0; MEKK2 WT-MEK5: 111; UBC9 SUMO inh: 11; CRFBP-R2 block: 16
`COc1ccccc1NC(=O)C(C)OC(=O)CC1CCCC1` (stereo unspecified) is listed as MEKK3 PB1 HTS: 98; MEKK2 mut-MEK5: 5; DNA FID counter: -26; GalR3 antag: 3; HCV NS3 hel inh: -2; CRFR2-BP ag: -2.3; MEKK2 WT-MEK5: 99; UBC9 SUMO inh: 4; CRFBP-R2 block: 1

(next part)
SMILES	MEKK3 PB1 HTS	MEKK2 mut-MEK5	DNA FID counter	GalR3 antag	HCV NS3 hel inh	CRFR2-BP ag	MEKK2 WT-MEK5	UBC9 SUMO inh	CRFBP-R2 block
CNc1nc(-c2ccccc2)cc(C)c1S(C)(=O)=O	99	-4	-12	-3	-9	-1.6	102	25	6
CCn1c(NC(=O)C2CCCCC2)nc2ccccc21	91	5	-6	-3	-1	-0.6	95	43	-2
O=C(OC1CCCCC1=O)c1ccc(S(=O)(=O)Nc2ccccc2)cc1 (stereo unspecified)	100	-1	-12	-1	-4	9.8	98	14	-4
COC(=O)c1ccc(C(NC(=O)OCc2ccccc2)/C(F)=C/[C@@H](C)C(=O)NCc2ccc(-c3ccccc3)cc2)cc1 (stereo partly specified)	99	1	-5	nt	-4	3.2	97	18	1
CCOc1ccccc1NC(=O)Cc1cccs1	110	12	-3	-7	13	0.1	109	12	1
Cc1cc(C)c(S(=O)(=O)N2CCN(CCO)CC2)c(C)c1	99	-1	0	5	-2	-1.7	97	-1	21
O=C(CCSCCc1ccccn1)Nc1ccc(Br)cn1	100	3	-9	-8	-1	-1.2	99	1	-5
CN(CCCNC(=O)c1ccc(/C=N/O)nc1)CCCN(C)Cc1ccccc1	98	3	12	-2	-4	-0.4	105	13	14
O=C(NCCCN1CCOCC1)[C@@H]1CSC2c3ccccc3C(=O)N21 (stereo partly specified)	90	14	-1	1	3	0.5	97	21	4
N#CC1=C(S)N(c2ccc(F)cc2)C2(CCCCC2)NC1=O	98	-3	0	9	-1	-0.7	97	-7	-2
CCOc1ccc(NC(=O)Cn2nnc3c(cnn3-c3ccc(F)cc3)c2=O)cc1	105	-1	-4	-1	10	-0.7	101	15	3
Nc1cc(=O)[nH]c(SCc2nnnn2-c2ccc(Cl)cc2)n1	102	17	-3	-5	-3	0.0	126	0	-13
O=C(NCCc1cccs1)c1ccc(CS(=O)Cc2ccc(Cl)cc2)o1 (stereo unspecified)	104	3	-33	-9	-2	-0.4	102	-1	1
O=C(O)c1ccc(N2C(=O)CC(N3CCN(c4cccc(Cl)c4)CC3)C2=O)cc1 (stereo unspecified)	107	3	-23	-8	-4	-1.4	108	8	-6
CCC(=O)OC1c2ccccc2C(=O)N1Cc1ccccc1 (stereo unspecified)	105	12	0	nt	1	-0.2	106	16	7
CC(C)OC(=O)n1c(=S)oc2ccccc21	106	4	0	-1	0	-0.7	106	18	15

The list is partial, so the mix of outcomes need not match the whole.
